High-throughput results from PubChem BioAssay.
Cneo AK release: causes C. neoformans cell lysis | adenylate kinase release luminescence, 4 h; normalised: neutral wells 0, clomiphene wells 100 | AID 651654 | lysis activity, % at 15 µM | 360,000 tested, 0.2% active;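 active means mean lysis activity across replicates of at least 80%, whatever share of replicates individually reach that level; inactive means mean lysis activity below 80%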
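Material: C. neoformans cells | Amount: Yeast cell density of 5 × 10^6 cells/mL | Medium: Fresh YPD growth medium | Dosing: Single dose | Times: Static 4 h at 37 °C with compound, 1 h detection | Detection: AK luminescence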
miR122 inh: blocks miR-122 activity in Huh7 sensor cells | 340,000 tested, 0.3% active | activation (reporter increase), % at 12.5 µM | Huh7 miR-122 Renilla luciferase sensor, 48 h; neutral wells = 0, positive control = 100 | AID 602342;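 active means mean replicate activation score at least 90 and every replicate individually at or above 90; inconclusive means only one of the two criteria met; inactive means neither criterion met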;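 further: higher luciferase means less miR-122 activity so hits act as miR-122 inhibitors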
PglD DTNB: blocks C. jejuni PglD acetyltransferase activity; inhibition, % at 12.5 µM; purified PglD enzyme, DTNB colorimetric CoA detection; 360,000 tested, 0.098% active; in the data active means inhibition above about 16%, passing the limit was not always enough; inconclusive means no clear call, values can overlap the other calls; further: strong numbers were not always called active
F508del corr: CFTR F508del correction in bronchial cells; activity (quench increase), % at 7.58 µM; 350,000 tested, 0.36% active; CFBE cells, YFP halide quenching; stimulated with forskolin plus potentiator P3; % fluorescence drop versus neutral controls; AID 720511;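 active means mean added fluorescence quench of at least 8% versus neutral control, with both replicates also reaching 8%; inconclusive means only one of the mean or replicate conditions met; inactive means mean below 8% and not both replicates reaching 8%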;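 further: cells transiently co-express mutant CFTR-F508del with the halide-sensitive YFP; corrector assay measuring rescue of mutant channel to the surface after 24 h compound exposure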
FN deposition inh: fibronectin deposition inhibition. inhibition, % at 12.6 µM. 350,000 tested, 0.086% active. AID 743247. AH1F fibroblasts, Alexa488-fibronectin deposition fluorescence, overnight;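 active means mean inhibition across replicates of 30% or more, regardless of how many single replicates reach that level; inconclusive means mean under 30% yet at least half of replicates reach 30%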;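 further: positive control wells lacked labelled fibronectin entirely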
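Assay system: AH1F fibroblasts / Quantity: 10000 cells per well / Medium: DMEM plus 2% serum, read in PBS / Reagent: labelled fibronectin 24 nM / Dosing: single dose, pinned / Times: 1 h cell attachment, overnight exposure to compound and label / Signal: fluorescence, ex 485 nm, em 525 nm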
PGC1a acetyl inh: modulators of PGC1a acetylation | U2OS PGC1a acetylation, AlphaScreen anti-acetyl-lysine; with virally co-expressed GCN5 acetyltransferase | 350,000 tested, 0.17% active | AID 651687 | inhibition, % at 15.6 µM;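 active means every replicate shows inhibition of at least 40%; inconclusive means mean inhibition at least 40% but some replicate below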;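 further: 0% = neutral control wells and 100% = positive control wells; some results beyond the cut were filed as inactive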
C2C12 statin: suppressors of simvastatin-induced myotoxicity in C2C12 myotubes; ATP luminescence, 48 h; scaled: DMSO 0, geranylgeraniol control 100; AID 602340; rescue of ATP level, % at 7.49 µM; 330,000 tested, 0.78% active;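 active means mean ATP rescue above about 67%, or every replicate alone reaching that limit, limit read from the data, passing the limit was not always enough; inconclusive means no clear call, values can overlap the other calls; inactive means mean under the limit and some replicate under it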;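 further: myotubes were challenged with 10 µM simvastatin during compound exposure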
INS-1E GSIS act: primary screen for activators of insulin secretion dependent on glucose, INS-1E cells, GLuc reporter luminescence | INS-1E GLuc reporter insulin secretion, 2-3 h | activation, % at 16.6 µM | 370,000 tested, 0.61% active;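 active means lowest replicate activation of at least 40%, so every replicate reaches that level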;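 further: 0% = median of neutral control wells and 100% = median of IBMX positive control wells; some compounds called inactive have numbers as strong as hits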
* marks the source's active call; other numbers are inactive results; ? = inconclusive; / = not tested or not shown; [ ] = remark or other dose. An unsorted share of the library; about 2.1% have a hit in one of these screens.

SMILES	Cneo AK release	miR122 inh	PglD DTNB	F508del corr	FN deposition inh	PGC1a acetyl inh	C2C12 statin	INS-1E GSIS act
CCOc1c2ccc(C(=O)NCc3ccco3)cc2nn1CC	9	-1	0	1.0	-8	-6	2	25
Cc1cc(C(=O)NCc2ccc(S(N)(=O)=O)cc2)cs1	-4	-13	2	1.7	/	19	1	/
CCOc1ccc(NC(=O)COC(=O)C2COc3ccccc3O2)cc1 (stereo not given)	0	-7	-2	0.5	-7	/	4	0
O=C(Cn1c(=O)n(Cc2ccc3c(c2)OCO3)c(=O)c2ccccc21)N1CCCc2ccccc21	-1	-1	2	/	/	0	0	/
C[C@H](CO)N1C[C@H](C)[C@@H](CN(C)C(=O)[C@H](C)c2ccccc2)OCc2ccccc2-c2ccccc2C1=O	-2	/	0	1.6	-15	-32	-14	-2
CC(C)NC(=O)Nc1ccc2c(c1)C(=O)N([C@H](C)CO)C[C@H](C)[C@H](CN(C)C(=O)CCCN(C)C)OCCCC[C@@H](C)O2	0	7[16.7 µM]	-1	3.7	-4	4	/	15
O=C(COC(=O)CCc1c[nH]c(=O)[nH]1)Nc1ccccc1Cl	1	2	4	/	8	/	3	15
C/C(=N\NC(=O)c1ccncc1)c1cc2ccccc2o1	0	/	1	0.9	-3	/	/	8
Cc1ccc(NC(=O)c2ccc(S(=O)(=O)NCc3ccco3)cc2)cc1	-4	/	3	-0.1	8	/	-26	4
COc1ccc2c3c([nH]c2c1)[C@H](CO)N(C)CC31CCN(C(=O)CN(C)C)CC1	/	/	/	1.6	10	-3	/	4

Some of the entries so far, with values under each structure.
Results follow in this order: Cneo AK release	miR122 inh	PglD DTNB	F508del corr	FN deposition inh	PGC1a acetyl inh	C2C12 statin	INS-1E GSIS act
> CC(C)NC(=O)Nc1ccc2c(c1)C(=O)N([C@H](C)CO)C[C@H](C)[C@H](CN(C)C(=O)CCCN(C)C)OCCCC[C@@H](C)O2
    0	7[16.7 µM]	-1	3.7	-4	4	/	15
> O=C(COC(=O)CCc1c[nH]c(=O)[nH]1)Nc1ccccc1Cl
    1	2	4	/	8	/	3	15
> C/C(=N\NC(=O)c1ccncc1)c1cc2ccccc2o1
    0	/	1	0.9	-3	/	/	8
> Cc1ccc(NC(=O)c2ccc(S(=O)(=O)NCc3ccco3)cc2)cc1
    -4	/	3	-0.1	8	/	-26	4
> COc1ccc2c3c([nH]c2c1)[C@H](CO)N(C)CC31CCN(C(=O)CN(C)C)CC1
    /	/	/	1.6	10	-3	/	4

Some of these compounds in order of length of the SMILES, rising.
SMILES	Cneo AK release	miR122 inh	PglD DTNB	F508del corr	FN deposition inh	PGC1a acetyl inh	C2C12 statin	INS-1E GSIS act
CCOc1c2ccc(C(=O)NCc3ccco3)cc2nn1CC	9	-1	0	1.0	-8	-6	2	25
C[C@H](CO)N1C[C@H](C)[C@@H](CN(C)C(=O)[C@H](C)c2ccccc2)OCc2ccccc2-c2ccccc2C1=O	-2	/	0	1.6	-15	-32	-14	-2
CC(C)NC(=O)Nc1ccc2c(c1)C(=O)N([C@H](C)CO)C[C@H](C)[C@H](CN(C)C(=O)CCCN(C)C)OCCCC[C@@H](C)O2	0	7[16.7 µM]	-1	3.7	-4	4	/	15

Going on with the list:
SMILES	Cneo AK release	miR122 inh	PglD DTNB	F508del corr	FN deposition inh	PGC1a acetyl inh	C2C12 statin	INS-1E GSIS act
COc1cccc(CNS(=O)(=O)c2ccc3c(c2)N(C(C)=O)CCO3)c1	/	22	/	2.3	-13	-5	4	/
Cc1cc(C)c(O)c(-c2cc(C(=O)Nc3c(C)n(C)n(-c4ccccc4)c3=O)[nH]n2)c1	-1	5	1	-0.6	-8	0	-10	8
CC(=O)N1CCCCN2[C@H](CO)[C@H](c3ccc(Br)cc3)[C@@H]2C1	-3	7[16.7 µM]	-2	0.3	/	-1	1	27
O=C(Nc1ccncc1)C1CC(=O)N(Cc2ccccc2)C1 (stereo not given)	1	-3	-3	-2.7	-4	4	-9	4
O=C(C[C@H]1CC[C@@H]2[C@H](COC[C@@H](O)CN2Cc2ccc(Oc3ccccc3)cc2)O1)Nc1nccs1	50	-6[16.7 µM]	-81	5.7	-1	-40	56	-1
CC(=O)NCc1cn2c(C)csc2n1	11	/	5	1.5	3	/	19	0
COCC#Cc1ccc([C@@H]2[C@@H](CO)N3CCCCN(S(=O)(=O)c4ccc(OC)cc4)C[C@H]23)cc1	12	-3[16.7 µM]	7	-1.4	/	-6	26	8
CO[C@H]1CN(C)C(=O)c2ccc(NS(C)(=O)=O)cc2OC[C@@H](C)N(C(=O)CN(C)C)C[C@@H]1C	-1	3[16.7 µM]	4	-1.4	0	-6	4	6
COCCn1c(C)c(C)c(S(=O)(=O)c2ccccc2)c1N	2	1	6	1.9	2	/	5	29
COc1ccccc1NC(=O)Cc1csc(N)n1	0	0	0	0.3	/	0	-9	-6
Cc1ccccc1OCC(=O)NCCS(=O)(=O)N1CCN(c2ccc(F)cc2)CC1	0	-5	-3	-0.3	9	/	-1	-14
Clc1nc(Nc2ccccc2)nc(Nc2ccccc2)n1	-3	2	3	/	0	15	7	-19
Cc1ccc(NC(=O)c2ccc3c(=O)n4c(nc3c2)CCCCC4)cc1F	-1	-1	8	0.4	-6	2	-37	-5
C[C@@H]1CCCCO[C@@H](CN(C)S(=O)(=O)c2ccccc2)[C@H](C)CN([C@@H](C)CO)C(=O)c2cc(N(C)C)ccc2O1	-3	-6[16.7 µM]	37	0.4	/	-3	-35	-5
CC(=O)N1c2ccc(S(=O)(=O)NCCC(=O)NCCc3ccc(C)cc3)cc2CC1C (stereo not given)	-2	4	-1	2.4	5	-4	109*	-15
C[C@@H]1CN([C@@H](C)CO)C(=O)CCCn2cc(nn2)CO[C@@H]1CN(C)Cc1ccc(Cl)c(Cl)c1	/	-8[16.7 µM]	/	4.1	-2	12	21	-6
Clc1ccc2nc(C3CCN(Cc4nnnn4C4CCCCC4)CC3)[nH]c2c1	-1	4	0	/	6	-1	-6	/
CCc1ccc(S(=O)(=O)Nc2ccccn2)cc1	-2	16	-5	0.1	1	/	15	0
Cc1cc(NC(=O)CSc2nc(=O)cc(N)n2-c2ccc(Cl)cc2)no1	-1	/	-2	-0.7	-1	0	/	-4
O=C(C[C@H]1C=C[C@@H](NC(=O)C2CCC2)[C@@H](CO)O1)NCC1CC1	3	/	-1	0.6	0	8	0	9
COc1ccc(C2CC(=O)Oc3cc(O)ccc32)cc1 (stereo not given)	0	-2	3	0.1	/	0	6	45
Cc1oc(C(=O)O)cc1COc1ccc2c3c(c(=O)oc2c1C)CCC3	0	1	-9	/	-8	25	9	/
Cc1cc(NC(=O)c2cc(-c3ccc(C)s3)nc3ccccc23)no1	0	-5	4	-1.8	-4	2	4	/
COc1ccc(OC)c(NC(=S)N2CCN(C(=O)C3CCCO3)CC2)c1 (stereo not given)	-2	2	4	-0.1	1	/	1	38
c1ccc2c(c1)NCC1CCCN21 (stereo not given)	-4	3	0	0.2	-9	7	-15	10
COc1cccc(NC(=O)C2CCN(S(C)(=O)=O)CC2)c1	5	4	-4	/	/	0	4	/
CCOc1ccc(S(=O)(=O)N2CCCC(C(=O)N3CCOCC3)C2)cc1 (stereo not given)	1	-2	1	-0.3	5	-3	2	37
Cc1cccc(NC(=O)CCC(=O)NCCO)c1	3	-2	-3	/	-1	-10	3	/
COc1cc(C(C)=O)ccc1Oc1cc(NN2CCCCC2)c([N+](=O)[O-])cc1[N+](=O)[O-]	0	-1	-2	3.5	0	-13	-3	6
COC(=O)c1ccc(NC(=O)C2C3CCC(C3)C2C(=O)O)cc1 (stereo not given)	3	1	-2	/	/	9	3	3
CC(C)c1ccccc1NS(=O)(=O)N(C)C	/	0	/	-2.3	6	8	/	-1
Cc1ccc2nc(C(Cl)(Cl)Cl)nc(N/N=C/c3ccncc3)c2c1	/	/	/	1.7	-2	9	/	1
Cc1cccc(CNC(=O)c2ccc(NC(=O)C3=CSCCO3)cc2)c1	-2	-6	5	/	/	-10	52	/
COc1ccc(NC(=O)CN(C)C(=O)CCCN2C(=O)c3cccc4cccc(c34)C2=O)cc1	2	-10	4	0.2	3	-10	15	4
CCCCCC(=O)N1CCN(S(=O)(=O)c2ccc3c(c2)OCCCO3)CC1	-2	-2	2	2.0	-5	8	0	-2
c1ccc(-c2c[n+]3c(n2-c2ccccc2)SCC3)cc1	2	-7	5	-1.1	-3	3	/	-41
CCCn1c2ccccc2c2nnc(SCC(=O)Nc3cc(C)on3)nc21	0	-4	-4	/	/	-1	-3	/
CCOc1ccccc1OCCCC(=O)Nc1cccc(S(=O)(=O)N2CCOCC2)c1	-3	/	0	-0.1	-1	-4	5	-20
O=C(Cc1cccnc1)N[C@@H]1CC[C@H](CCn2cc(-c3ccccc3F)nn2)O[C@@H]1CO	-1	/	6	0.2	/	3	7	6
Cc1cccc(-n2nnc3c(=O)n(Cc4ccccn4)cnc32)c1	/	/	/	-0.7	5	-2	/	1
COc1ccc(C(=O)OCC(=O)N2CCC(C)CC2)cc1S(=O)(=O)N1CCOCC1	3	-7	3	-1.4	0	8	5	18
O=C([C@H]1[C@H](CO)[C@H]2Cn3c(ccc(-c4cccnc4)c3=O)[C@@H]1N2Cc1ccncc1)N1CCOCC1	-2	2[16.7 µM]	1	3.5	/	/	12	-3
CCCn1c(N)c(N(CCOC)C(=O)COC(=O)COc2c(C)cc(C)cc2C)c(=O)[nH]c1=O	0	2	-1	0.6	-2	3	-9	3
C[C@H](CO)N1C[C@H](C)[C@H](CN(C)CC2CCOCC2)Oc2ncc(C#CCc3ccccc3)cc2C1=O	0	2[16.7 µM]	1	0.8	/	-4	-32	-15
O=C(OCCN=C1NS(=O)(=O)c2ccccc21)c1ccccc1F	0	1	-5	1.2	-1	2	6	2
COc1ccc(CNC(=O)C2CCN(C(=O)c3sccc3-n3cccc3)CC2)cc1	2	-7	-5	-5.3	-1	-1	-11	0
CCCc1cc(=O)oc2c(C)c(OC(C)C(=O)NCc3ccccn3)ccc12 (stereo not given)	-8	-4	2	2.2	-4	-3	-9	25
c1ccc(Cc2nn3c(Cn4cnc5ccccc54)nnc3s2)cc1	1	3	2	/	/	3	1	-16
Cc1nc2nc(C)c(CCC(=O)NCCC3=CCCCC3)c(C)n2n1	-1	/	5	/	-3	-17	7	1
CC(C)Cn1c(-c2csc3ccccc23)n[nH]c1=S	-1	1	11	/	-6	11	-15	18
Next part
SMILES	Cneo AK release	miR122 inh	PglD DTNB	F508del corr	FN deposition inh	PGC1a acetyl inh	C2C12 statin	INS-1E GSIS act
N#Cc1c2n(c(=S)n(-c3ccccn3)c1=O)CCCCC2	4	3	-10	/	2	13	6	/
COCC(C)n1c(C)cc(C(=O)CN2C(=O)NC3(CCCCC3C)C2=O)c1C (stereo not given)	-1	3	0	/	-6	4	3	/
O=C(COC(=O)C1CCN(S(=O)(=O)c2cc([N+](=O)[O-])ccc2Cl)CC1)Nc1ncc(Cl)cc1Cl	/	-5	/	/	11	7	7	-10
COCC(=O)N1C[C@@H](C)[C@@H](OC)CN(C)C(=O)c2ccc(NC(=O)c3cnccn3)cc2OC[C@@H]1C	58	/	-1	0.0	8	?	2	-11
